Screens deposited in PubChem BioAssay by National Center for Advancing Translational Sciences (NCATS).
FEN1 inh – human FEN1 inhibition; P39748; hit rate 0.35% among 390,000; Potency, µM (top dose mostly 114 µM), without a hit: top-dose activity change, negative = inhibition, hits mostly inhibitors; AID 588795; Recombinant FEN1 flap cleavage, fluorescence, 15 min; further: nearly all actives have a fitted effect of over 65% in size
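Compounds are tested as a concentration series against 10 nM FEN1; after a 15 min room-temperature preincubation, 50 nM substrate starts cleavage, with plate reads at 0 and 15 min. Normalized responses are fitted by a Hill equation.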
KAT2A inh – blocks human GCN5L2 histone acetyltransferase; Q92830; GCN5L2 HAT assay, ThioGlo1 CoA-SH fluorescence; Potency, µM (top dose mostly 58.9 µM), for the others: at the top dose activity change, negative = inhibition, hits mostly inhibitors; hit rate 0.21% among 390,000; AID 504327
Target sequence (Q92830 whole entry, looked up): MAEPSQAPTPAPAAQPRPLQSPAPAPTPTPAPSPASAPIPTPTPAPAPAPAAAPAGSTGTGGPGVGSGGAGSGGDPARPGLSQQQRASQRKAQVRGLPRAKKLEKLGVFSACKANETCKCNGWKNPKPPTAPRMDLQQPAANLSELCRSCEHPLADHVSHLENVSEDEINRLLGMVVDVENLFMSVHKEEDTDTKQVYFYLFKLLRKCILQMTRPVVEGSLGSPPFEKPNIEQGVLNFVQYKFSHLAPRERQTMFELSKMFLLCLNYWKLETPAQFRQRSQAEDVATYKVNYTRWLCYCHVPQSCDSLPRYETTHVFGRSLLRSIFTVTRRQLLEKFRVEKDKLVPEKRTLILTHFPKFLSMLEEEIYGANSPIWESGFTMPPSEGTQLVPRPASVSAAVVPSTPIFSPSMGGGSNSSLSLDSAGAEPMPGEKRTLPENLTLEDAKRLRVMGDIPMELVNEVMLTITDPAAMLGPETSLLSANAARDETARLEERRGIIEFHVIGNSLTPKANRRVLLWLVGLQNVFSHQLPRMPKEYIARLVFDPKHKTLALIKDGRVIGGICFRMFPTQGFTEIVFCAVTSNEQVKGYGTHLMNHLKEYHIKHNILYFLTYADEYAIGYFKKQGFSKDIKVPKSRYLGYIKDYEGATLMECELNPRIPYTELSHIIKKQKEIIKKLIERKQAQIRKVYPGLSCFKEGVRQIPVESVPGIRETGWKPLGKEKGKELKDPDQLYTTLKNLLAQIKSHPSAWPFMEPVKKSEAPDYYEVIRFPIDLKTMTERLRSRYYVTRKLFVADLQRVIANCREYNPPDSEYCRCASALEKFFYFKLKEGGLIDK
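GCN5L2 (20nM final) in 50mM HEPES, 0.1mM EDTA pH 7.5, 0.01% Tween-20 was preincubated 15 min at room temperature with compound, then given ThioGlo1 (50uM), H3(1-25) peptide (75uM) and acetyl-CoA (70uM); CoA-thiol fluorescence (Ex340/Em540) was read at 0 and 20 min.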
N370S GC mod – N370S glucocerebrosidase modulation, Gaucher chaperone candidate. P04062. N370S GC spleen homogenate, 4MU-glucoside fluorescence. Potency, µM (doses to about 59.4 µM), inactives show at the highest dose activity change, negative = inhibition, usual class: inhibitors. hit rate 0.092% among 330,000. AID 2101;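 further: 0% = full enzyme activity and -100% = no enzyme basal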
* hit, by the source's call; · = no result given. The call rests on the fitted dose curve; in most records, active means well fitted curve in the direction sought with a large enough effect; inconclusive means small, poorly fitted or top-dose-only effect, or another doubt; inactive means no such curve, though single readings can be large; an effect the other way counts as inactive or inconclusive. Unless noted, on the % scale 0 is the no-effect control and ±100 the full control effect; potency means the concentration at half of the fitted maximal effect. Only part of the results is shown, so the mix of outcomes need not match the whole.

1. C=Cc1ccccc1
2. CCCCNCC
3. CN(c1nccc(=O)[nH]1)C1CCN(c2nc3ccccc3n2Cc2ccc(F)cc2)CC1
4. CCOC(=O)[C@H](CCc1ccccc1)N[C@@H](C)C(=O)N1C(=O)N(C)C[C@H]1C(=O)O
5. NCc1ccccc1Sc1ccccc1CO
6. N#C/C(=C1/SCC(c2ccccc2Cl)S1)n1ccnc1 (configuration not stated)
7. C/C(=C(/CCO)SS/C(CCO)=C(\C)N(C=O)Cc1cnc(C)nc1N)N(C=O)Cc1cnc(C)nc1N
8. COC(=O)C1=C(C)NC(C)=C(C(=O)OCCN2CCN(C(c3ccccc3)c3ccccc3)CC2)C1c1cccc([N+](=O)[O-])c1 (configuration not stated)
screen / no. | 1 | 2 | 3 | 4 | 5 | 6 | 7 | 8
N370S GC mod | -8% | 1% | · | · | · | · | · | ·
FEN1 inh | · | · | · | · | · | · | · | ·
KAT2A inh | · | · | 3% | -3% | -5% | -17% | -3% | -27%

An excerpt from above in order of number of heavy atoms, smallest number first:
1. C=Cc1ccccc1
5. NCc1ccccc1Sc1ccccc1CO
4. CCOC(=O)[C@H](CCc1ccccc1)N[C@@H](C)C(=O)N1C(=O)N(C)C[C@H]1C(=O)O
3. CN(c1nccc(=O)[nH]1)C1CCN(c2nc3ccccc3n2Cc2ccc(F)cc2)CC1
8. COC(=O)C1=C(C)NC(C)=C(C(=O)OCCN2CCN(C(c3ccccc3)c3ccccc3)CC2)C1c1cccc([N+](=O)[O-])c1 (configuration not stated)
screen / no. | 1 | 5 | 4 | 3 | 8
N370S GC mod | -8% | · | · | · | ·
FEN1 inh | · | · | · | · | ·
KAT2A inh | · | -5% | -3% | 3% | -27%

Full records, quoted from the list. Screens in order: N370S GC mod, FEN1 inh, KAT2A inh
CN(c1nccc(=O)[nH]1)C1CCN(c2nc3ccccc3n2Cc2ccc(F)cc2)CC1 as listed: ·, ·, 3%
C/C(=C(/CCO)SS/C(CCO)=C(\C)N(C=O)Cc1cnc(C)nc1N)N(C=O)Cc1cnc(C)nc1N as listed: ·, ·, -3%

Next section.
9. CC(=O)Nc1ccc(OC(=O)c2ccccc2OC(C)=O)cc1
10. CCOC(=O)c1ccccc1O
11. C[C@@H]1CC2[C@@H]3C[C@H](F)C4=CC(=O)C(Cl)=C[C@]4(C)[C@@]3(F)[C@H](O)C[C@]2(C)[C@@]1(O)C(=O)CO (some centres not stated)
12. CCCCCCCCCCCCCCCC[N+](C)(C)Cc1ccccc1
13. C=CCCCCCCCCC(=O)OC
14. O=C(NCCCN1CCOCC1)c1ccc(Cl)cc1
15. CN(C)CC/C=C1/c2ccccc2COc2ccc(CC(=O)O)cc21
16. O=[N+]([O-])c1cncn1CCN1CCOCC1
screen / no. | 9 | 10 | 11 | 12 | 13 | 14 | 15 | 16
N370S GC mod | · | · | · | · | · | · | · | ·
FEN1 inh | · | · | · | · | · | · | 3% | 2%
KAT2A inh | 4% | 0% | -7% | -17% | -26% | 2% | · | ·
